Bioassay records: PubChem BioAssay, several laboratories
Hck-Nef inh: human Hck-Nef kinase inhibition; Recombinant Hck-YEEI plus Nef, Z-Lyte FRET kinase assay; AID 463187; inhibition, % at 20 µM; P08631; 220,000 compounds, 0.68% hits;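 active = Hck-Nef kinase inhibition above about 50%, limit read from the data; inactive = inhibition below that limit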;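 also: 0% = DMSO with Hck plus Nef and 100% = Hck alone without Nef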
EP2 mod: modulators of human EP2 prostaglandin E2 receptor; P43116; induction, % at 25 µM; AID 940; EP2-expressing cells, cAMP HTRF FRET, PGE2 co-stimulation; 260,000 compounds, 0.83% hits;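 active = compounds whose cAMP rise, as percent of the full-agonist control response, exceeds 60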;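 also: rat C6 glioma line stably carrying human EP2 under a CMV promoter; the protocol text gives 20 µM as final concentration; 100% = response of wells given 1 µM PGE2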
TNF death inh: blocks TNF-alpha induced death of Jurkat FADD-/- cells. Jurkat FADD-/- TNF necroptosis rescue, ATP luminescence, 24 h; 0 = TNF only, 100 = no-TNF cells. activation (protection from cell death), % at 10 µM. 220,000 compounds, 0.068% hits. AID 463075;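 active = activation, meaning protection from cell death, of at least 50% relative to plate controls; inactive = activation below 50%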;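 also: necroptosis triggered by 40 ng/mL TNF-alpha added together with compound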
Runt-CBFb FRET: inhibitors of human RUNX1 Runt domain binding to CBFb. Cerulean-Runt/Venus-CBFb FRET ratio 530/480, 1 h. 220,000 compounds, 0.46% hits. AID 1496. inhibition, % at 20 µM. Q01196+Q13951;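 active = inhibition over about 50% at 20 µM in the single-dose screen, limit read from the data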;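 also: 0% = DMSO wells and 100% = excess unlabeled CBFb competitor control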
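Assay system: Cerulean-tagged RUNX1 Runt domain (FRET donor) fusion protein / Amount: 100 nM each of Venus-CBFb and Cerulean-Runt domain / Medium: Tris buffer pH 7.5 with salts and BSA / Also added: Venus-CBFb 100 nM / Schedule: 1 h complex formation plus 1 h compound treatment, room temperature / Signal: FRET fluorescence / Read-out: loss of energy transfer signal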
Runt-SMMHC FRET: Runt domain-CBFb-SMMHC interaction inhibition; 220,000 compounds, 0.74% hits; Cerulean-Runt/Venus-CBFb-SMMHC FRET ratio 530/480, 1 h; inhibition, % at 20 µM; AID 1434; Q01196+Q13951;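 active = mean inhibition across duplicate retests at 20 µM reaching about 50%, limit read from the data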;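 also: 0% = DMSO wells and 100% = wells with excess untagged CBFb-SMMHC; inhibitors lower the FRET ratio by blocking Runt binding to CBFb-SMMHC; some results filed as inactive read as strong as hits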
zVAD death inh: L929 zVAD cell death inhibition; viability rescue, % at 10 µM; AID 1377; 220,000 compounds, 0.38% hits; L929 zVAD necroptosis rescue, ATP luminescence, 24 h; with zVAD 60 µM;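 active = activation, scaled between plate controls, above about 75%, limit read from the data; inactive = activation under that limit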;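 also: 0% = zVAD with DMSO and 100% = DMSO alone without zVAD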
EP2 antag: EP2 receptor (human) inhibition. 260,000 compounds, 0.52% hits. inhibition, % at 25 µM. C6 glioma cells expressing human EP2, cAMP TR-FRET; cells stimulated with saturating PGE2;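 active = percent inhibition above 40 after rounding to a whole number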;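 also: rat C6 glioma host cells with rolipram phosphodiesterase inhibitor present; the protocol text gives 20 µM as final concentration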
RBBP9 inhibitor: human RBBP9 hydrolase inhibition. 220,000 compounds, 0.2% hits. O75884. recombinant RBBP9, FP-Rh probe fluorescence polarization. inhibition, % at 7.94 µM;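 active = inhibition above the campaign mean of all tested compounds plus 3 SD, cut at about 14% in these data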;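 also: plate controls were DMSO wells with RBBP9 for no effect and wells lacking RBBP9 protein for full effect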
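System: RBBP9 protein | Quantity: 2.5 µM RBBP9 dispensing solution, before mixing | Reagent: FP-Rh probe, 375 nM dispensing solution | Timing: Enzyme-compound preincubation 30 min, then probe labeling 45 min, 25 °C | Measured by: Fluorescence polarization | Read-out: % inhibition | Replication: One well per compound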
PERK inh: blocks human PERK kinase; 220,000 compounds, 0.17% hits; inhibition, % at 5.6 µM; Q9NZJ5; CHO PERK-DD fusion, SEAP luminescence translation reporter;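 active = inhibition above the mean inhibition of all tested compounds plus 3 SD, set separately per screening campaign, cut at about 2.9% in these data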;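 also: PERK kinase domain activated by AP20187 dimerizer at 100 nM; 0% = DMSO with dimerizer and 100% = rapamycin at 8.4 µM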
Target sequence (Q9NZJ5 whole entry, looked up, the tested form may be a part): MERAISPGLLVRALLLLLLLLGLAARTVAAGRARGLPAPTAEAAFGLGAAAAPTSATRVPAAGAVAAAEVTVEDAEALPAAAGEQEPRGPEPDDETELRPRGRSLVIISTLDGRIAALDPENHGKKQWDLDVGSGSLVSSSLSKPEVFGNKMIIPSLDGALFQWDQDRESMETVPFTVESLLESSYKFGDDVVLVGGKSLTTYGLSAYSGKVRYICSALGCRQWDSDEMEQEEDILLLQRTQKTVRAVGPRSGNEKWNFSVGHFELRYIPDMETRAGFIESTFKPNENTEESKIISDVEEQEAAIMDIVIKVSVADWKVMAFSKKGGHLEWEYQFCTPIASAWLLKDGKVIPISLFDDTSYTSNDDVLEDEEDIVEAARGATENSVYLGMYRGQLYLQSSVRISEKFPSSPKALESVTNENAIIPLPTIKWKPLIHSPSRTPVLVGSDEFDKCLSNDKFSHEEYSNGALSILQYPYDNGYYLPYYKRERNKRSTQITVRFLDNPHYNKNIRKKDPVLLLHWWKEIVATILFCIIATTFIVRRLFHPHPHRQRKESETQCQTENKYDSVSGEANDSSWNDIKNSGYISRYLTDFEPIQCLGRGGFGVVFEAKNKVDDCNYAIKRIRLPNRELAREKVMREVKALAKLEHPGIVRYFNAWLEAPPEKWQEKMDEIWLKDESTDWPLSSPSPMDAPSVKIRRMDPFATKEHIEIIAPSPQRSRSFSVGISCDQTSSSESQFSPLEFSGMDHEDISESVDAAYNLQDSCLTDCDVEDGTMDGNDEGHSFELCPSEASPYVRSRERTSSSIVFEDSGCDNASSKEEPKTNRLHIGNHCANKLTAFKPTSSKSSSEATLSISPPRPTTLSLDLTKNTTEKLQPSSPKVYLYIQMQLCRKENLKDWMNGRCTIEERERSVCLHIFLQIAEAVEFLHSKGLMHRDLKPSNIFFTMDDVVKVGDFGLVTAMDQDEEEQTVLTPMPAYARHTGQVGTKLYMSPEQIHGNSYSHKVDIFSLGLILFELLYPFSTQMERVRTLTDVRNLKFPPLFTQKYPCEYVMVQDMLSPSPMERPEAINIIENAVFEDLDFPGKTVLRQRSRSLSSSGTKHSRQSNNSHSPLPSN
Starred values were filed as active, the others as inactive; · = not tested or not shown. This is a subset; the hit share may differ from the screen's.

SMILES	Hck-Nef inh	EP2 mod	TNF death inh	Runt-CBFb FRET	Runt-SMMHC FRET	zVAD death inh	EP2 antag	RBBP9 inhibitor	PERK inh
COc1ccc(CCNC(=O)/C(=C/c2cccnc2)NC(=O)c2ccccc2)cc1OC	13	28	0.6	-4	0	1.9	7	-8	0.3
C=CCn1c(-c2ccoc2C)n[nH]c1=S	6	5	0.7	9	-8	0.6	5	-3	1.9
CCCCNc1c([N+](=O)[O-])cc(C(=O)O)cc1[N+](=O)[O-]	2	6	1.4	-2	1	0.5	6	-6	0.4
CCc1ccc(NC(=O)CSc2nnc(Cc3cccn3C)n2-c2ccc(F)cc2)cc1	0	6	0.0	-2	0	3.0	7	-3	0.1
CN1C(=O)C(O)(CC(=O)/C=C\c2ccc3c(c2)OCO3)c2ccccc21 (stereo unspecified)	22	-30	3.5	-1	-1	5.6	5	1	0.3
Cc1nnc(NC(=O)c2ccc3ccccc3c2)o1	2	14	-0.6	-1	2	1.4	11	-7	0.4
COCC(=O)N(c1ccccc1)C(C)C(=O)OC (stereo unspecified)	21	4	-0.3	1	2	0.8	7	0	0.3
O=C1C=CC(=O)N1CCNc1ncc(C(F)(F)F)cc1Cl	-60	-50	-10	35	54	38	101*	33*	-0.8
COc1cc2[nH]c(=O)n(CCCCCC(=O)NCCCN3CCC(C)CC3)c(=O)c2cc1OC	1	7	-0.5	1	1	0.8	6	-6	0.2
O=C(CSc1nc(O)cc(=O)[nH]1)Nc1ccc2c(c1)CCC2	7	12	0.6	-8	4	0.9	6	-7	1.5
CCOC(=O)CCCNC(=O)COC(=O)c1cc(C)cc(C)c1	0	2	-0.9	-1	0	0.8	8	-11	-0.1
CCC(C)[C@H](NC(=O)NC1CCCc2ccccc21)C(=O)O (stereo partly specified)	2	3	-1.7	0	-2	1.1	5	-1	-0.3

An excerpt from above, showing only EP2 mod and Runt-CBFb FRET.
| SMILES | EP2 mod | Runt-CBFb FRET |
| --- | --- | --- |
| CCOC(=O)CCCNC(=O)COC(=O)c1cc(C)cc(C)c1 | 2 | -1 |
| CCC(C)[C@H](NC(=O)NC1CCCc2ccccc21)C(=O)O (stereo partly specified) | 3 | 0 |

(cont.)
SMILES	Hck-Nef inh	EP2 mod	TNF death inh	Runt-CBFb FRET	Runt-SMMHC FRET	zVAD death inh	EP2 antag	RBBP9 inhibitor	PERK inh
O=C(NCc1ccco1)C(c1ccccc1)N(CC1CCCO1)C(=O)Cn1nnc2ccccc21 (stereo unspecified)	4	26	-5.8	·	·	-0.3	9	-10	-0.2
Cc1cc(/C=C(\C#N)C(=O)O)c(C)n1CCC(C)C	13	10	0.9	-3	2	-0.6	6	5	1.2
CC(NC(=O)c1cccc(N2CCCC2=O)c1)c1ccc2c(c1)OCCO2 (stereo unspecified)	1	16	1.4	-1	0	0.3	12	-1	-0.2
CCC(=O)O[C@]1(C(=O)CCl)[C@@H](C)C[C@H]2[C@@H]3CCC4=CC(=O)C=C[C@]4(C)[C@@]3(F)[C@@H](O)C[C@@]21C	-5	-24	1.5	-2	-4	63	11	-5	-1.9
CCC(=O)Nc1ccc(/C=C(\C(C)=O)C(=O)c2ccccc2)cc1	17	-5	-19	-1	-1	-1.5	12	2	-0.3
O=C(c1ccccc1)c1ccccc1N1C(=O)C=CC1=O	-168	-49	-21	64*	70*	-1.0	45*	-3	0.6
COCCNS(=O)(=O)c1ccc(SC)cc1	-1	-7	50*	0	-4	0.3	14	-8	-0.4
CC1Cc2ccccc2N1C(=O)c1ccc2snnc2c1 (stereo unspecified)	1	15	-0.2	-1	2	-0.3	9	-1	0.4
COc1ccc(NC(=O)c2oc3ccccc3c2NC(=O)C2CC2)cc1	2	26	0.1	1	-10	0.1	7	-7	-1.6
O=S(=O)(NC(=S)NC1CCCCC1)c1ccc(Br)cc1	8	28	-0.2	4	-1	0.8	6	-8	1.2
O=C(O)C1CC=CCC1C(=O)NCCc1ccccc1 (stereo unspecified)	-2	3	-0.4	1	2	0.3	6	2	0.0
Cc1cccc[n+]1C1C(c2ccc([N+](=O)[O-])cc2)C(C#N)=C(C(=C=[N-])C#N)NC1(O)C1CC1 (stereo unspecified)	27	0	-1.2	12	-1	-0.3	12	10	1.3
O=C(CCc1ccccc1)Nc1cc(NC(=O)CCc2ccccc2)cc(C(=O)O)c1	9	28	-0.1	1	2	0.4	3	-9	0.7
Cc1cc2nccc(-c3cccnc3)n2n1	22	17	0.7	1	-3	4.2	4	3	0.2
COc1cccc(CC(=O)Nn2c(C)nc3ccccc3c2=O)c1	3	10	-0.9	1	0	-0.2	7	-3	0.5
CCc1ccc2c(c1)[C@]1(C(=O)N2)[C@@H]2C(=O)N(Cc3ccccc3)C(=O)[C@@H]2[C@@H]2CCCN21	1	27	0.4	-5	-6	0.0	11	2	-0.5
Cc1ccc(C)c(N2CCN(C(=O)Cc3cn(C)c4ccccc34)CC2)c1	-1	-11	-2.0	-4	1	0.2	7	0	0.0
CC(=O)Nc1ccc(N2C(=O)CC(Sc3nc4ccccc4s3)C2=O)cc1 (stereo unspecified)	-15	-20	2.1	0	-3	-0.7	1	0	-0.5
Cc1cc(Cl)c(S(=O)(=O)N2CCN(c3ccccc3)CC2)cc1OCC(N)=O	16	-81	0.6	-7	-5	-0.4	18	-3	-0.2
COc1cccc(N=C2CC(C)(C)CC(=O)/C2=C(/O)c2ccccc2)c1	1	11	0.0	1	1	0.2	8	4	1.8
CC(CCc1ccco1)NC(=O)CSc1cc(=O)n(C)c2ccccc12 (stereo unspecified)	1	9	-0.8	-1	1	0.7	12	0	-0.4
C=Cc1cccc(NC(=O)COc2ccccc2)c1	5	-16	6.4	-1	-2	0.6	13	2	0.9
CC(C)C(C(=O)NC(C)(C)C)N1C(=O)c2ccccc2C1=O (stereo unspecified)	1	-13	-3.7	-1	-5	-0.3	10	-9	-0.1
COC(=O)Nc1c(C)n(C)n(-c2ccccc2)c1=O	-1	-15	-0.4	1	-2	-0.1	3	-11	0.8

Structural class: those above with fluorine (three)
SMILES	Hck-Nef inh	EP2 mod	TNF death inh	Runt-CBFb FRET	Runt-SMMHC FRET	zVAD death inh	EP2 antag	RBBP9 inhibitor	PERK inh
CCc1ccc(NC(=O)CSc2nnc(Cc3cccn3C)n2-c2ccc(F)cc2)cc1	0	6	0.0	-2	0	3.0	7	-3	0.1
O=C1C=CC(=O)N1CCNc1ncc(C(F)(F)F)cc1Cl	-60	-50	-10	35	54	38	101*	33*	-0.8
CCC(=O)O[C@]1(C(=O)CCl)[C@@H](C)C[C@H]2[C@@H]3CCC4=CC(=O)C=C[C@]4(C)[C@@]3(F)[C@@H](O)C[C@@]21C	-5	-24	1.5	-2	-4	63	11	-5	-1.9

The list continues:
SMILES	Hck-Nef inh	EP2 mod	TNF death inh	Runt-CBFb FRET	Runt-SMMHC FRET	zVAD death inh	EP2 antag	RBBP9 inhibitor	PERK inh
Cc1ccc(C(=O)NCC(=O)NC2CCCC2)cc1	-13	24	0.6	0	-1	1.2	10	-12	0.9
Cc1onc(-c2c(F)cccc2Cl)c1C(=O)c1ccccc1O	-1	5	-2.2	0	-2	0.3	5	-9	0.5
Cc1cc(C(=O)Oc2cccnc2)ccc1[N+](=O)[O-]	1	-9	0.9	3	3	-0.1	8	-4	-0.3
O=[N+]([O-])c1ccc(S(=O)(=O)NCCN2CCOCC2)cc1	15	-3	1.3	·	·	-0.2	4	-6	0.0
O=C(c1cccc2ccccc12)C1CCCN(C(=O)CCc2cnccn2)C1 (stereo unspecified)	22	-35	-3.5	0	0	-0.6	4	-6	0.1
O=C1COc2ccc(C(=O)COC(=O)CCc3ccc(S(=O)(=O)N4CCOCC4)cc3)cc2N1	1	-8	-0.3	2	-6	0.3	9	-1	2.5
COC(=O)c1ccccc1NC(=O)CSc1nc(O)cc(=O)n1C1CCCC1	0	30	-2.8	-3	-1	-0.6	19	-5	0.1
COc1ccc(CCCC(=O)N/N=C/c2ccc(C)cc2)cc1	21	-83	-0.1	-2	-1	4.1	18	-4	0.7
O=C(Cn1nnc(-c2cccc(C(F)(F)F)c2)n1)N1CCOCC1	-3	-16	1.3	-1	-3	2.1	6	-5	0.6
CCCCc1ccc(NC(=O)C2CCN(S(C)(=O)=O)CC2)cc1	5	-15	0.9	0	0	0.1	8	8	0.8
O=c1[nH]oc(O)c1-c1ncc(C(F)(F)F)cc1Cl	19	23	1.2	1	-1	3.4	3	-9	2.3
O=C1CCc2cc(S(=O)(=O)N3CCC(C(=O)Nc4nccs4)CC3)ccc2N1	22	-2	3.8	1	3	3.2	11	-7	1.2
Cc1nnc(C)n1/N=C/c1cccnc1	2	22	0.0	-1	-2	0.9	11	7	1.2
O=c1oc2ccc(Br)cc2cc1-c1nc2ccccc2o1	-2	-4	-1.2	-16	-43	-0.1	25	8	0.7
CCn1c(=O)c2c(nc3n2CCCN3CCc2ccccc2)n(C)c1=O	1	28	-2.9	-1	-3	1.9	16	-3	-0.4

Runt-CBFb FRET, hit marks shown above
| smiles | Hck-Nef inh | EP2 mod | Runt-CBFb FRET | Runt-SMMHC FRET | RBBP9 inhibitor | PERK inh |
| --- | --- | --- | --- | --- | --- | --- |
| O=C(c1ccccc1)c1ccccc1N1C(=O)C=CC1=O | -168 | -49 | 64* | 70* | -3 | 0.6 |

Sorted by the number under RBBP9 inhibitor (low to high): three from the list above.
molecule | Hck-Nef inh | EP2 mod | Runt-CBFb FRET | Runt-SMMHC FRET | RBBP9 inhibitor | PERK inh
Cc1onc(-c2c(F)cccc2Cl)c1C(=O)c1ccccc1O | -1 | 5 | 0 | -2 | -9 | 0.5
CCn1c(=O)c2c(nc3n2CCCN3CCc2ccccc2)n(C)c1=O | 1 | 28 | -1 | -3 | -3 | -0.4
O=c1oc2ccc(Br)cc2cc1-c1nc2ccccc2o1 | -2 | -4 | -16 | -43 | 8 | 0.7
